# Tau fibril ThT: inhibitors of human tau fibril formation, thioflavin T binding. P10636. recombinant tau K18 P301L, heparin-induced fibrillization, ThT fluorescence. Potency, µM (doses to about 57.4 µM), for the others: top-dose activity, negative = inhibition, usual class: inhibitors. actives 2.1% (n = 270,000); also: % is scaled to controls: 0 for no effect and ±100 for the full control effect; nearly all actives have a fitted effect of over 55% in size
# Target sequence (P10636 561-689 P618L limits assumed): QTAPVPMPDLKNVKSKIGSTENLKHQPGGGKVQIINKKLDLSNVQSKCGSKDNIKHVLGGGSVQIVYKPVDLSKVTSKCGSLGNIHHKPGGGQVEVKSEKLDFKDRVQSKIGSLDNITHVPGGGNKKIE
#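 In this qHTS, human K18 P301L tau is incubated with compound and heparin for 6 hr at 37 C, and Thioflavin T fluorescence then reports fibril load.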
# HTT ATP protect: cytoprotection in Huntington HTT-Q103 PC12 cell model. PC12 HTT-Q103 induced, cytoprotection, ATP luminescence, 40 h. AID 1471. Potency, µM (top dose mostly 56.4 µM), for the others: cytoprotection (ATP increase), hits mostly activators. actives 0.14% (n = 230,000);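 also: % of control where 0% means no effect; nearly all actives have a fitted effect of over 45% in size; toxic huntingtin expression switched on by the ecdysone agonist tebufenozide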
#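 Compounds were screened for protection of PC12 cells against cell death after tebufenozide induction (100 nM final) of mutant Huntingtin exon 1 (Q103) fused to GFP.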
# RECQ1 inh: RECQ1 (human) helicase inhibition. P46063. RECQ1 DNA unwinding, red fluorescence kinetic read. Potency, µM (series often up to 57.3 µM), without a hit: top-dose activity, negative = inhibition, usual class: inhibitors. actives 0.54% (n = 240,000);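 also: plate controls were vehicle for no effect and no enzyme for full effect; nearly all actives have a fitted effect of over 30% in size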
#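 RECQ1T1 50 nM; forked duplex (20 bp + 30-nt ss tails) 200 nM, ATP 2 mM final; pH 8.0, 2 mM MgCl2, 2.5 ug/ml poly(dI-dC); 15 min compound preincubation; discontinuous kinetic read over 2 h at RT.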
# Tau fluor counter: counter-screen for tau fibril formation inhibitors; tau K18 P301L (four-repeat tau fragment) Alexa594 fluorescence, heparin fibrillization; Potency, µM (top dose mostly 57.7 µM), inactives show at the highest dose activity change, negative = decrease; actives 0.93% (n = 280,000); also: % is scaled to controls: 0 for no effect and ±100 for the full control effect; nearly all actives have a fitted effect of over 55% in size
#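 Human K18 P301L tau (15 uM unlabeled plus 0.24 uM Alexa 594-labeled, final) in 100 mM sodium acetate pH 7 was mixed with compound and 20 uM heparin and incubated 6 hr at 37 C.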
# TexasRed fluor: Texas Red fluorescence interference in TRb-SRC2 counter-screen | AID 1479 | TRb/SRC2 Texas Red total fluorescence interference | Potency, µM (doses to about 106 µM), for inactives: at the top dose fluorescence change, negative = quenching | actives 0.29% (n = 280,000); active = well fitted curve in either direction with a large enough effect; inconclusive = small, poorly fitted or top-dose-only effect; also: % is scaled to controls: 0 for no effect and ±100 for the full control effect
#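 Human TRβ ligand-binding domain (0.6 uM) and Texas Red SRC2 peptide (20 nM) in Tris buffer with 1 uM T3 and 5% DMSO were incubated with pinned compound for 5 hr at ambient temperature. Total fluorescence was computed as S + 2P (555/632 nm).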
# TRb-SRC2 inh: disrupts binding of human TR beta to SRC2; actives 0.065% (n = 280,000); TRbeta-SRC2 peptide binding, fluorescence polarization; receptor liganded with 1 µM T3; Potency, µM (highest dose often 106 µM), without a hit: at the highest dose activity change, negative = inhibition, most hits filed as inhibitors; P10828;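 also: plate controls were bound peptide for no effect and peptide without receptor for full effect; nearly all actives have a fitted effect of over 50% in size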
# Target sequence (P10828 whole entry, looked up): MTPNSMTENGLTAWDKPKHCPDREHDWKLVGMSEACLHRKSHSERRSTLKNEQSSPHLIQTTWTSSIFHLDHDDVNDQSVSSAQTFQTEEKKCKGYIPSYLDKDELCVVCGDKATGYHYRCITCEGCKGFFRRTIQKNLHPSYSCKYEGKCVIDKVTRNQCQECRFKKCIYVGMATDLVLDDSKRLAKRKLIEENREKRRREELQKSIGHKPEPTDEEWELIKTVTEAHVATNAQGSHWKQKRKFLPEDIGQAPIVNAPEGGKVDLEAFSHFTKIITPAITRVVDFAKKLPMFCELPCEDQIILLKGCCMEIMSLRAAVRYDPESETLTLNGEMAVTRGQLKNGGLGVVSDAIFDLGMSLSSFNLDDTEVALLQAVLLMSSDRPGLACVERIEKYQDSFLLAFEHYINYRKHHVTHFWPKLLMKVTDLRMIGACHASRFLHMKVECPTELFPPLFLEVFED
#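 Decrease in fluorescence polarization of 20 nM Texas Red SRC2 coactivator peptide flagged inhibition of its binding to 0.6 uM TRb LBD; 1 uM T3 included, incubation 5 hr, ex 555/em 632 nm.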
# Tau FP inhib: blocks human tau fibril formation measured by polarization | K18 P301L tau heparin fibrillization, Alexa594 FP, 6 h | Potency, µM (doses to about 57.7 µM), inactives show top-dose activity, negative = inhibition, hits mostly inhibitors | actives 0.39% (n = 280,000) | AID 1468; also: % is scaled to controls: 0 for no effect and ±100 for the full control effect; nearly all actives have a fitted effect of over 55% in size
#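 FP of Alexa 594-tau after heparin (20 uM) induction. Substrate: human K18 P301L, 15 uM unlabeled, 0.24 uM labeled. Buffer 100 mM sodium acetate pH 7. 6 hr, 37 C.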
# L3MBTL1 block: blocks human L3MBTL1. Q9Y468. AlphaScreen L3MBTL1–H3K9me1 peptide binding. Potency, µM (highest dose often 57.1 µM), for the others: at the top dose activity, negative = inhibition, actives largely listed as inhibitors. actives 0.66% (n = 230,000); also: % is scaled to controls: 0 for no effect and ±100 for the full control effect; nearly all actives have a fitted effect of over 60% in size
#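 AlphaScreen assay: L3MBTL1 (50 nM final) was preincubated 30 min at room temperature with biotinylated H3(1-15)K9me1 peptide (75 nM final), then 30 min with library compounds; streptavidin donor and nickel chelate acceptor beads (10 ug/mL final) added, 30 min dark.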
# * hit, by the source's call; i = inactive; u = inconclusive; x = not tested or not shown; & = joins results of further samples; [ ] = remark or other dose. Unless noted, calls follow the shape of the dose curve; as a rule, active = well fitted curve in the direction sought with a large enough effect; inconclusive = small, poorly fitted or top-dose-only effect, or another doubt; inactive = no such curve, though single readings can be large; an effect the other way counts as inactive or inconclusive. Potency is read from the fitted curve at half-maximal effect.
compound	Tau fibril ThT	HTT ATP protect	RECQ1 inh	Tau fluor counter	TexasRed fluor	TRb-SRC2 inh	Tau FP inhib	L3MBTL1 block
Cc1ccccc1C(=O)NNC(=S)NC(=O)c1cccnc1	-3%	0%[10 µM]	i	8%	0%	4%	-11%	16%
CN(C)c1ccc(CN(Cc2ccco2)C(=O)c2ccc(C(C)(C)C)cc2)cc1	-17%	x	x	-23%	-1%	-5%	9%	x
COc1ccc(-n2nnnc2-c2cn(C)nc2C(F)(F)F)cc1	-9%	-14%	-3%	1%	-4%	0%	5%	-5%
C#CCNC(=O)C1=C[C@@H](c2ccc(C#C)cc2)[C@H](CCCO)[C@@H](OCC)O1	1%	-1%[10 µM]	4%	-1%	0%	-7%	6%	6%
CCCC1O[C@@H]2C[C@H]3[C@@H]4CCC5=CC(=O)C=C[C@]5(C)C4[C@@H](O)C[C@]3(C)[C@]2(C(=O)CO)O1 (some centres not stated)	-2%	x	-6%	-4%	4%	3%	-6%	x
CC(C)/C(=N\NC(=O)Nc1ccccc1)c1ccccc1	1%	12%	-6%	-3%	-4%	6%	1%	0%
CCOc1ccc(C(=O)Nc2cccc(C(=O)O)c2C)cc1Cl	-4%	-9%[10 µM]	i	1%	-6%	1%	5%	9%
Cc1cccc(NCc2nc(-c3ccccc3)no2)c1	u	-9%	-16%	u	-4%	4%	8%	x
Cc1ccccc1OCC(=O)Nc1c(C(=O)Nc2ccccc2F)oc2ccccc12	2%	x	x	-10%	1%	-6%	-10%	x
Cc1ccc(NC(=O)c2ccc(NCCN)c([N+](=O)[O-])c2)cc1Cl	13µM*	4%[10 µM]	-16%	u	-2%	7%	5%	-3%

# 7 structures already listed, sorted by molar mass, smallest number first.
compound	Tau fibril ThT	HTT ATP protect	RECQ1 inh	Tau fluor counter	TexasRed fluor	TRb-SRC2 inh	Tau FP inhib	L3MBTL1 block
Cc1cccc(NCc2nc(-c3ccccc3)no2)c1	u	-9%	-16%	u	-4%	4%	8%	x
CC(C)/C(=N\NC(=O)Nc1ccccc1)c1ccccc1	1%	12%	-6%	-3%	-4%	6%	1%	0%
Cc1ccccc1C(=O)NNC(=S)NC(=O)c1cccnc1	-3%	0%[10 µM]	i	8%	0%	4%	-11%	16%
COc1ccc(-n2nnnc2-c2cn(C)nc2C(F)(F)F)cc1	-9%	-14%	-3%	1%	-4%	0%	5%	-5%
CCOc1ccc(C(=O)Nc2cccc(C(=O)O)c2C)cc1Cl	-4%	-9%[10 µM]	i	1%	-6%	1%	5%	9%
Cc1ccc(NC(=O)c2ccc(NCCN)c([N+](=O)[O-])c2)cc1Cl	13µM*	4%[10 µM]	-16%	u	-2%	7%	5%	-3%
Cc1ccccc1OCC(=O)Nc1c(C(=O)Nc2ccccc2F)oc2ccccc12	2%	x	x	-10%	1%	-6%	-10%	x

# Complete entries from above:
# COc1ccc(-n2nnnc2-c2cn(C)nc2C(F)(F)F)cc1 across the screens: Tau fibril ThT: -9%; HTT ATP protect: -14%; RECQ1 inh: -3%; Tau fluor counter: 1%; TexasRed fluor: -4%; TRb-SRC2 inh: 0%; Tau FP inhib: 5%; L3MBTL1 block: -5%
# CC(C)/C(=N\NC(=O)Nc1ccccc1)c1ccccc1 across the screens: Tau fibril ThT: 1%; HTT ATP protect: 12%; RECQ1 inh: -6%; Tau fluor counter: -3%; TexasRed fluor: -4%; TRb-SRC2 inh: 6%; Tau FP inhib: 1%; L3MBTL1 block: 0%

# (more compounds)
compound	Tau fibril ThT	HTT ATP protect	RECQ1 inh	Tau fluor counter	TexasRed fluor	TRb-SRC2 inh	Tau FP inhib	L3MBTL1 block
c1coc(CN(Cc2ccco2)c2ncnc3c2oc2ccccc23)c1	u	0%[1.9 µM]	-2%	-15%	0%	14%	-13%	-20%
O=C(CSc1ccc2nnc(-c3ccccn3)n2n1)N1CCOCC1	-8%	-16%	-7%	-9%	-2%	-8%	-13%	x
COCCCn1c(=N)c(C(=O)NC2CCCCC2)cc2c(=O)n3ccccc3nc21	-5%&-2%	3%[10 µM]	-3%	-5%&1%	-1%&-3%	2%&-7%	-5%&0%	u
COc1ccc(C(=O)N/C(=C/c2cccs2)C(=O)NC(C)(C)C)cc1OC	-5%	20%[10 µM]	-5%	-6%	-1%	-1%	0%	3%
O=C(CCNc1ccccc1)c1cccc([N+](=O)[O-])c1	-11%	-6%	-6%	-7%	-2%	-7%	-4%	-25%
Cc1ccc(S(=O)(=O)N2CCC(=O)N(CCO)CC2)cc1	0%	x	-1%	-3%	0%	-11%	0%	4%
O=C(OCCN=C1NS(=O)(=O)c2ccccc21)c1cccnc1	-3%	-2%	-7%	-4%	0%	13%	-5%	0%
O=C(CSCc1ccc(F)cc1)N1CCOCC1	-7%	18%[10 µM]	2%	-6%	1%	-1%	-5%	x
CC(=O)NC1C(=O)N=C(SCC(=O)NC2CCCCC2)NC1=O (configuration not stated)	-14%	14%[10 µM]	i	-11%	-3%	-6%	-4%	6%
CCCOc1ccc(-c2nnn(CC(=O)N3CCCCC3)n2)cc1	-9%	-15%[10 µM]	-6%	-19%	-4%	-13%	-5%	x
O=C(NC1c2ccccc2-c2ccccc21)N1CCOCC1	0%	-6%[10 µM]	-4%	-1%	2%	-1%	-4%	2%
CCOC(=O)c1ccccc1NC(=O)Cn1cnc2c(oc3ccccc32)c1=O	-7%	-20%	7%	-3%	-1%	-3%	-1%	x
CN(C(=O)CN1C(=O)CCSc2ccc(S(=O)(=O)N3CCCC3)cc21)c1ccccc1	-1%	x	x	-2%	-5%	-3%	-5%	x
COc1ccc(NC(=O)CN2CCC3(O)CCCCC3C2c2cc(OC)ccc2OC)cc1 (configuration not stated)	-5%	-31%	-5%	-7%	-3%	-9%	0%	-2%
CCOc1ccccc1NC(=O)CSc1nc2ccccc2nc1Cc1ccc(C)cc1	-17%	x	x	-20%	-2%	-5%	-1%	x
COc1cccc(CN2CCN(C(=O)CC(C)C)CC2)c1	-3%	-1%	1%	1%	-2%	-1%	-4%	0%
Cc1nc2nc(COc3ccccc3)[nH]n2c(=O)c1C	-5%	-5%	-3%	0%	-2%	-11%	8%	x
CC1CCCC(C)N1C(=O)CSc1nnc(-c2c[nH]c3ccccc23)o1 (configuration not stated)	-9%	-12%	-4%	u	-5%	1%	-9%	1%
CN(C(=O)CN1C(=O)c2ccccc2S1(=O)=O)c1ccccc1C(=O)O	-2%	13%[10 µM]	1%	8%	1%	-3%	-3%	4%
CO/N=C\c1ccc(C(=O)N2[C@H](c3ccc(C)cc3)[C@@H](C)CC[C@H]2C(=O)OC)cc1	1%[11.5 µM]	-7%[10 µM]	i[11.5 µM]	-2%[11.6 µM]	2%[11.2 µM]	0%[11.2 µM]	0%[11.6 µM]	x

# From PubChem BioAssay

# These rows are one share of the data; rates above refer to the full screens.
